PfHsp40 rescue: rescue of yeast from PfHsp40 toxicity, primary screen, S. cerevisiae, ATP luminescence | S. cerevisiae expressing PfHsp40, growth rescue | AID 504582, 2011 | growth rescue, % at 12.5 µM | actives 0.68% (n = 340,000); in the data active = growth rescue above about 28%, passing the limit was not always enough;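 note: yeast W303a lacking pdr1 and pdr3 grown in galactose medium; growth measured after three days at 30 °C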
Mtb FBA inh: Mtb FBA enzyme inhibitors, primary screen, biochemical, fluorescence, strain H37Rv; Fructose-bisphosphate aldolase (Mycobacterium tuberculosis (strain ATCC 25618 / H37Rv)), …; purified M. tuberculosis FBA, fluorescence read-out; inhibition, % at 1 µM; actives 2.3% (n = 360,000); AID 588726, 2011; in the data active = inhibition above about 27%;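 note: 0% = vehicle and 100% = reference inhibitor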
Target sequence (P9WQA3 whole entry, looked up): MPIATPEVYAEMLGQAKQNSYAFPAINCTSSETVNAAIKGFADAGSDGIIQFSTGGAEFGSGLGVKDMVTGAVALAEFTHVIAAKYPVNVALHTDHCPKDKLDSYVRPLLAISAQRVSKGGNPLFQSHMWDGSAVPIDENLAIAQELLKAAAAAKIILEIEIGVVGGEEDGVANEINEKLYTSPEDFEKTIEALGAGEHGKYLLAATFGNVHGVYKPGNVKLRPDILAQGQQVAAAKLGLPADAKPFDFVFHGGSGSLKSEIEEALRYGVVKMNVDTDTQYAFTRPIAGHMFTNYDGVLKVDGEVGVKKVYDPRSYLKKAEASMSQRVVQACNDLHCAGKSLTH
GDH-TPI inh: GDH-TPI coupling enzyme inhibitors, primary screen, artefact control for M. tuberculosis FBA inhibitor project, biochemical, absorbance, full deck; GDH-TPI coupled enzyme counterscreen, NADH absorbance; inhibition, % at 4.8 µM; actives 1.2% (n = 360,000); in the data active = inhibition above about 30%;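 note: 0% = DMSO wells and 100% = wells lacking the enzyme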
Vc quorum ag: inducers of Vibrio cholerae quorum light production without autoinducers, primary screen, BH1578 luxS cqsA deficient, single point. V. cholerae BH1578 lux reporter, luminescence, 6 h. activation, % at 18.7 µM. actives 0.16% (n = 350,000); in the data active = activation mostly above about 9.7%, no sharp cut-off; note: not every result past the cut was called active; inactives centre near 0; reference of the scale not given here
TcdB inh: TcdB glycohydrolase inhibitors, primary screen, biochemical, single point, plate reader. TcdB glycohydrolase enzymatic assay. inhibition, % at 9.99 µM. actives 0.24% (n = 350,000). AID 652162, 2013; in the data active = inhibition above about 10%
UGM FP inh: M. tuberculosis UGM enzyme inhibitors, primary screen, biochemical, fluorescence polarization, single point | UDP-galactopyranose mutase (Mycobacterium tuberculosis (strain ATCC 25618 / H37Rv)), … | AID 504406, 2011 | actives 0.06% (n = 320,000) | inhibition, % at 10 µM | purified UGM, fluorescence polarization probe displacement; in the data active = inhibition above about 10%, passing the limit was not always enough
Target sequence (P9WIQ1 whole entry, looked up): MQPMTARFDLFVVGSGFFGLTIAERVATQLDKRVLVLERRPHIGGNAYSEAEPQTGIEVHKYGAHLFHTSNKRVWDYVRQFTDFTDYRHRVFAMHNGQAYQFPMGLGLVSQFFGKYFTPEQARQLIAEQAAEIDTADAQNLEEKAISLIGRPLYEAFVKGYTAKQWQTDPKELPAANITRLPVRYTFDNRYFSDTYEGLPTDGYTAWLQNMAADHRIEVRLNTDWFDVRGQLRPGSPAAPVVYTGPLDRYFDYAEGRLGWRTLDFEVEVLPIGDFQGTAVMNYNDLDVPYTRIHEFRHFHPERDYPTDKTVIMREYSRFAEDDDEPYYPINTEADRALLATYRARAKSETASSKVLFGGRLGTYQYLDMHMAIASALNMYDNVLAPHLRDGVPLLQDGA
Yp Topo-I inh: Yersinia pestis topoisomerase I inhibitors, primary screen, biochemical, cleavage product accumulation, plate reader, single point. DNA topoisomerase I (Yersinia pestis CO92). Y. pestis Topo-I cleavage product accumulation. activity, % at 10 µM. actives 0.064% (n = 360,000). AID 504884, 2011; in the data active = activity above about 50%, passing the limit was not always enough; note: inactives centre near 2
FadD28 FP inh: inhibitors of FadD28 bisubstrate probe binding, primary screen, biochemical, fluorescence polarization, single point | Mycobacterium tuberculosis FadD28 fatty-acid-AMP ligase | inhibition, % at 12.5 µM | actives 0.22% (n = 360,000) | AID 588549, 2011; in the data active = inhibition above about 8.5%, passing the limit was not always enough
BioA inh: M. tuberculosis BioA enzyme inhibitors, primary screen, biochemical, plate reader, single point, HTS; 7,8-diaminopelargonic acid synthase BioA (Mycobacterium tuberculosis); purified M. tuberculosis BioA enzyme; inhibition, % at 9.99 µM; actives 0.096% (n = 360,000); AID 602481, 2012; in the data active = inhibition above about 40%
Active calls of the source: *. This is a random part of the collection; any-hit rate near 4.6%.

Results for Cc1cc(C)nc(N2CCN(C(=O)CCC(=O)Nc3nnc(CC(C)C)s3)CC2)n1 ?
PfHsp40 rescue: 0.7; Mtb FBA inh: 10; GDH-TPI inh: -6; Vc quorum ag: 1.2; TcdB inh: 2.1; UGM FP inh: 0.1; Yp Topo-I inh: 6; FadD28 FP inh: -2.4

What do the screens show for `CCOc1ccc(/C=N/N2C(C)CCCC2C)cc1OC` (stereo unspecified)?
PfHsp40 rescue: -1.9; Mtb FBA inh: -1; GDH-TPI inh: 1; Vc quorum ag: -0.3; TcdB inh: 1.1; UGM FP inh: -0.6; Yp Topo-I inh: 0; FadD28 FP inh: -1.6; BioA inh: 7.9

How did COc1ccc(NC(=O)c2ccc(COc3ccccc3OC)o2)cc1OC do in these assays?
PfHsp40 rescue: -1.5; Mtb FBA inh: 2; GDH-TPI inh: 14; Vc quorum ag: 0.8; UGM FP inh: -2.2; Yp Topo-I inh: 0; FadD28 FP inh: 0.5; BioA inh: -0.6

Results for CCCCn1c(SCC(=O)Nc2nnc(C)s2)nc2c1c(=O)n(C)c(=O)n2C ?
PfHsp40 rescue: -0.7; Mtb FBA inh: -2; GDH-TPI inh: 1; Vc quorum ag: -0.7; UGM FP inh: -2.2; Yp Topo-I inh: 5; FadD28 FP inh: -0.7; BioA inh: 1.1

How did NC(=O)CSc1ccc(S(=O)(=O)N2CCCCC2)cn1 do in these assays?
PfHsp40 rescue: 0.4; Mtb FBA inh: -2; GDH-TPI inh: 5; Vc quorum ag: inactive; TcdB inh: 1.3; UGM FP inh: -1.7; Yp Topo-I inh: 4; FadD28 FP inh: -0.4; BioA inh: -4.0

Results for Cc1occc1C(=O)NCCCCNC(=O)c1ccoc1C ?
PfHsp40 rescue: 0.5; Mtb FBA inh: 4; GDH-TPI inh: 0; Vc quorum ag: inactive; UGM FP inh: 4.5; Yp Topo-I inh: 1; FadD28 FP inh: -0.4; BioA inh: -2.2

How did CCOC(=O)C(=O)NCC(c1cccs1)S(=O)(=O)c1ccc(C)cc1 (stereo unspecified) do in these assays?
PfHsp40 rescue: -0.9; Mtb FBA inh: -4; GDH-TPI inh: 5; Vc quorum ag: -1.7; TcdB inh: -10; UGM FP inh: -2.5; Yp Topo-I inh: 7; FadD28 FP inh: -3.2; BioA inh: -1.1

What do the screens show for `Cc1nc(Cl)sc1C(=O)Nc1cccc2ccccc12`?
PfHsp40 rescue: 0.2; Mtb FBA inh: -8; GDH-TPI inh: -3; Vc quorum ag: -0.2; UGM FP inh: 0.9; Yp Topo-I inh: -1; FadD28 FP inh: -2.4

How did CCOCCn1c(CN2CCc3ccccc3C2)nc2c1c(=O)n(C)c(=O)n2C do in these assays?
PfHsp40 rescue: 2.2; Mtb FBA inh: 4; GDH-TPI inh: 2; Vc quorum ag: -0.2; TcdB inh: -2.4; UGM FP inh: 0.4; Yp Topo-I inh: 2; FadD28 FP inh: -0.6

What do the screens show for `O=C(N/N=C/c1ccc2c(c1)OCO2)c1ccc(NS(=O)(=O)c2cccs2)cc1`?
PfHsp40 rescue: -0.6; Mtb FBA inh: 3; GDH-TPI inh: 33*; Vc quorum ag: 0.1; TcdB inh: -1.4; UGM FP inh: -0.4; Yp Topo-I inh: -4; FadD28 FP inh: 1.7

Results for Cc1ccc(NC(=O)Nc2cc(-c3ccccc3)nn2C)cc1Cl ?
PfHsp40 rescue: 0.9; Mtb FBA inh: -2; GDH-TPI inh: 6; Vc quorum ag: inactive; TcdB inh: 2.2; UGM FP inh: -1.8; Yp Topo-I inh: -15; FadD28 FP inh: -1.4

How did CC(Oc1ccccc1)C(=O)N1CCN(c2ccc(N3CCCCC3)nn2)CC1 (stereo unspecified) do in these assays?
PfHsp40 rescue: 1.2; Mtb FBA inh: 12; GDH-TPI inh: 6; Vc quorum ag: 0.3; TcdB inh: 1.5; UGM FP inh: 0.1; Yp Topo-I inh: 4; FadD28 FP inh: 0.2; BioA inh: 1.8

How did Cc1ccnc2nc(C(=O)OCC(=O)N(CC(C)C)CC(C)C)nn12 do in these assays?
PfHsp40 rescue: 0.7; Mtb FBA inh: -6; GDH-TPI inh: -4; Vc quorum ag: -2.8; TcdB inh: -0.9; UGM FP inh: 5.1; Yp Topo-I inh: 1; FadD28 FP inh: -0.7

Results for O=C(CC1CC2CCC1C2)N1CCN(S(=O)(=O)c2ccccc2[N+](=O)[O-])CC1 (stereo unspecified) ?
PfHsp40 rescue: -0.8; Mtb FBA inh: 2; GDH-TPI inh: 11; Vc quorum ag: inactive; TcdB inh: 0.5; UGM FP inh: -0.2; Yp Topo-I inh: 13; FadD28 FP inh: -0.5; BioA inh: -0.1

What do the screens show for `NS(=O)(=O)c1ccc(-c2ccc(/C=N/Nc3ccc(C(=O)O)cc3)o2)cc1`?
PfHsp40 rescue: 0.8; Mtb FBA inh: -2; GDH-TPI inh: 34*; Vc quorum ag: -0.5; TcdB inh: -2.6; UGM FP inh: -0.9; Yp Topo-I inh: -5; FadD28 FP inh: 4.4; BioA inh: 0.2

Results for CCOC(=O)C1=C(N)N(c2cc(S(=O)(=O)N3CCOCC3)ccc2Cl)C(=O)C1 ?
PfHsp40 rescue: -0.3; Mtb FBA inh: 1; GDH-TPI inh: -3; Vc quorum ag: inactive; TcdB inh: 2.5; UGM FP inh: -0.1; Yp Topo-I inh: 9; FadD28 FP inh: 1.1

What do the screens show for `Nc1nonc1-n1nnc(C(=O)N/N=C/c2ccoc2)c1CSc1ccccc1`?
PfHsp40 rescue: 1.8; Mtb FBA inh: 1; GDH-TPI inh: 16; Vc quorum ag: inactive; UGM FP inh: 0.8; Yp Topo-I inh: -2; FadD28 FP inh: 0.2; BioA inh: 24

What do the screens show for `CCN1CCN(C(=O)C(C)Oc2ccc(S(=O)(=O)N3CCCC3)cc2C(N)=O)CC1` (stereo unspecified)?
PfHsp40 rescue: -0.9; Mtb FBA inh: 0; GDH-TPI inh: 9; Vc quorum ag: -0.2; TcdB inh: 0.3; UGM FP inh: 1.8; Yp Topo-I inh: -10; FadD28 FP inh: -2.7; BioA inh: -0.8

How did CCOc1ccccc1C(=O)Nn1c(C2CCC2)nc2ccccc2c1=O do in these assays?
PfHsp40 rescue: -0.7; Mtb FBA inh: 4; GDH-TPI inh: 7; Vc quorum ag: -6.2; UGM FP inh: 0.1; Yp Topo-I inh: -9; FadD28 FP inh: -0.7; BioA inh: -2.6

How did CCN(CC)C(=O)C(=O)c1cn(CC(=O)NCc2ccc3c(c2)OCO3)c2ccccc12 do in these assays?
PfHsp40 rescue: -0.9; Mtb FBA inh: 4; GDH-TPI inh: -6; Vc quorum ag: 2.6; TcdB inh: 0.6; UGM FP inh: 2.0; Yp Topo-I inh: 2; FadD28 FP inh: -0.2; BioA inh: -1.7

Ordered by length of the SMILES (rising): three of the compounds above
What do the screens show for `Cc1nc(Cl)sc1C(=O)Nc1cccc2ccccc12`?
PfHsp40 rescue: 0.2; Mtb FBA inh: -8; GDH-TPI inh: -3; Vc quorum ag: -0.2; UGM FP inh: 0.9; Yp Topo-I inh: -1; FadD28 FP inh: -2.4

How did NC(=O)CSc1ccc(S(=O)(=O)N2CCCCC2)cn1 do in these assays?
PfHsp40 rescue: 0.4; Mtb FBA inh: -2; GDH-TPI inh: 5; Vc quorum ag: inactive; TcdB inh: 1.3; UGM FP inh: -1.7; Yp Topo-I inh: 4; FadD28 FP inh: -0.4; BioA inh: -4.0

How did CC(Oc1ccccc1)C(=O)N1CCN(c2ccc(N3CCCCC3)nn2)CC1 (stereo unspecified) do in these assays?
PfHsp40 rescue: 1.2; Mtb FBA inh: 12; GDH-TPI inh: 6; Vc quorum ag: 0.3; TcdB inh: 1.5; UGM FP inh: 0.1; Yp Topo-I inh: 4; FadD28 FP inh: 0.2; BioA inh: 1.8

(cont.)
How did COC(=O)C(C)Sc1ncnc2c1c(-c1ccccc1)cn2-c1ccc(OC)cc1 (stereo unspecified) do in these assays?
PfHsp40 rescue: 0.9; Mtb FBA inh: 6; GDH-TPI inh: 7; Vc quorum ag: 1.7; UGM FP inh: 2.9; Yp Topo-I inh: 2; FadD28 FP inh: 0.0; BioA inh: 0.6

What do the screens show for `CCc1ccc(OCC(=O)NC(=S)Nc2ccc(F)cc2)c(Br)c1`?
PfHsp40 rescue: -0.9; Mtb FBA inh: -3; GDH-TPI inh: 18; Vc quorum ag: inactive; UGM FP inh: -2.0; Yp Topo-I inh: 3; FadD28 FP inh: -4.2; BioA inh: -2.4

Results for CC1CCc2cc(F)ccc2N1C(=O)c1ccncc1 (stereo unspecified) ?
PfHsp40 rescue: -2.1; Mtb FBA inh: -2; GDH-TPI inh: 9; Vc quorum ag: 3.6; UGM FP inh: -4.2; Yp Topo-I inh: 8; FadD28 FP inh: -0.7; BioA inh: -1.1

Results for CCC(C)NC(=O)c1ccccc1NC(=O)CN1C(=O)c2ccccc2S1(=O)=O (stereo unspecified) ?
PfHsp40 rescue: -1.7; Mtb FBA inh: 1; GDH-TPI inh: -4; Vc quorum ag: -0.2; TcdB inh: 1.3; UGM FP inh: 0.6; Yp Topo-I inh: -3; FadD28 FP inh: -2.1; BioA inh: -0.8

How did O=C(NC1CCCC1)C(c1cccs1)N(C(=O)c1ccno1)c1ccccc1 (stereo unspecified) do in these assays?
PfHsp40 rescue: -0.3; Mtb FBA inh: 4; GDH-TPI inh: 10; Vc quorum ag: 0.3; UGM FP inh: 5.0; Yp Topo-I inh: -3; FadD28 FP inh: 1.1; BioA inh: -1.1

Results for Cc1cnc(NC(=O)CSc2nnc(-c3ccccc3)n2Cc2ccccc2)s1 ?
PfHsp40 rescue: 0.2; Mtb FBA inh: -6; GDH-TPI inh: 4; Vc quorum ag: -0.2; UGM FP inh: -0.8; Yp Topo-I inh: 0; FadD28 FP inh: -1.5

Results for CCOC(=O)C1(CCCc2ccccc2)CCN(C(=O)CCC2=NNC(=O)CC2)CC1 ?
PfHsp40 rescue: -1.5; Mtb FBA inh: -3; GDH-TPI inh: -5; TcdB inh: 1.8; UGM FP inh: -3.2; Yp Topo-I inh: 27; FadD28 FP inh: -4.2

How did Cc1cc(C)c(C(=O)N2CCCC(N3CCN(c4cccc(C(F)(F)F)c4)CC3)C2)o1 (stereo unspecified) do in these assays?
PfHsp40 rescue: 1.6; Mtb FBA inh: 2; GDH-TPI inh: 15; Vc quorum ag: 0.2; TcdB inh: -0.3; UGM FP inh: -3.6; Yp Topo-I inh: 14; FadD28 FP inh: 0.2; BioA inh: 9.0

How did CCOc1cccc(C(=O)Nc2ccc(NC(=O)c3cc4ccccc4o3)c(OC)c2)c1 do in these assays?
PfHsp40 rescue: -0.4; Mtb FBA inh: 4; GDH-TPI inh: -6; Vc quorum ag: 0.4; TcdB inh: 1.2; UGM FP inh: -2.2; Yp Topo-I inh: 1; FadD28 FP inh: 2.8; BioA inh: -0.8

What do the screens show for `CCN(CC)CC(=O)Nc1sc(C)cc1C(=O)c1ccccc1`?
PfHsp40 rescue: -0.2; Mtb FBA inh: -1; GDH-TPI inh: 6; Vc quorum ag: -1.3; TcdB inh: 2.3; UGM FP inh: 1.3; Yp Topo-I inh: 48; FadD28 FP inh: -1.8; BioA inh: -1.2

How did Cc1sc2ncn(CC(=O)N3CCC(C(N)=O)CC3)c(=O)c2c1S(=O)(=O)N1CCOCC1 do in these assays?
PfHsp40 rescue: 0.6; Mtb FBA inh: 3; GDH-TPI inh: 1; Vc quorum ag: -0.4; TcdB inh: 6.2; UGM FP inh: 1.5; Yp Topo-I inh: 5; FadD28 FP inh: -0.9

Results for O=C(CNS(=O)(=O)c1ccccc1)NCc1ccccn1 ?
PfHsp40 rescue: -1.8; Mtb FBA inh: 6; GDH-TPI inh: 15; Vc quorum ag: -6.2; UGM FP inh: 4.7; Yp Topo-I inh: -2; FadD28 FP inh: -1.8; BioA inh: -1.5

Screens as filed in PubChem.
